Screening results deposited in PubChem BioAssay by National Center for Advancing Translational Sciences (NCATS).
Tb PFK inh: inhibitors of T. brucei phosphofructokinase. O15648. T. brucei PFK, ADP-Glo luminescence. Potency, µM (titrated, usually from 57.5 µM), for inactives: top-dose activity, negative = inhibition, most hits filed as inhibitors. 0.17% of 330,000 active. AID 485367;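 also: potency is read from the fitted curve at half-maximal effect; 0% = uninhibited 1x PFK enzyme wells and -100% = no-enzyme wells; nearly all actives have a fitted effect of over 60% in size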
Target sequence (O15648 whole entry, looked up): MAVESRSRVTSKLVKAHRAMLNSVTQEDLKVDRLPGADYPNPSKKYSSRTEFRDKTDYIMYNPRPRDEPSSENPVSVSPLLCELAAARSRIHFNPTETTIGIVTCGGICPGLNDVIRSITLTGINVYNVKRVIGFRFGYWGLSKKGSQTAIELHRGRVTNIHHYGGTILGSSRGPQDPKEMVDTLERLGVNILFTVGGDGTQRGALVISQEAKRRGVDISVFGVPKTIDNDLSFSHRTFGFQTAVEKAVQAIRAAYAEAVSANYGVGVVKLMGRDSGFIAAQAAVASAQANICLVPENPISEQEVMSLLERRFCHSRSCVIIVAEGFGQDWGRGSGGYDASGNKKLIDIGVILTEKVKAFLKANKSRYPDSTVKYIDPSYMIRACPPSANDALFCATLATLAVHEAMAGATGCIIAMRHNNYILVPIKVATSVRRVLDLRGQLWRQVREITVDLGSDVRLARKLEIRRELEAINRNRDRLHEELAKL
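PFK 1.25 nM, F6P 0.5 mM, ATP 0.1 mM, 0.1 M TEA pH 8.0, 5 mM MgCl2, 0.01% Tween20, 0.1% BSA; 45 min RT. ADP-Glo readout. qHTS titration up to 57 uM; curves fitted, compounds curve-classed.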
ELG1 genotoxic: inducers of genotoxicity in HEK293T ELG1-luciferase cells. Potency, µM (series often up to 46 µM), inactives show top-dose activity change, positive = activation, hits mostly activators. 1.3% of 330,000 active. HEK293T ELG1-luciferase reporter, luminescence, 16 h; also: potency is read from the fitted curve at half-maximal effect; % of control where 0% means no effect; nearly all actives have a fitted effect of over 60% in size
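DMSO vehicle served as control against compound-treated ELG1-luciferase HEK293T cells; exposure lasted 16 hr at 37 °C and 5% CO2, followed by ONE-Glo luminescence detection after 30 min.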
VP16 counter: inhibits Gal4-VP16 luciferase reporter, ROR gamma counter-screen | AID 2546 | Drosophila S2 Gal4-VP16 UAS-luciferase, luminescence, 20 h | Potency, µM (titrated, usually from 53.6 µM), inactives show at the top dose activity, negative = inhibition, usual class: inhibitors | 3.5% of 310,000 active;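 also: Gal4-VP16 expression switched on by copper sulfate through the metallothionein promoter; potency is read from the fitted curve at half-maximal effect; % is scaled to controls: 0 for no effect and ±100 for the full control effect; nearly all actives have a fitted effect of over 50% in size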
NPC1 prom act: NPC1 promoter activation; 2.4% of 320,000 active; Huh7 NPC1 promoter luciferase reporter, 24 h; AID 485313; Potency, µM (titrated, usually from 9.22 µM), inactives show at the top dose activation, most hits filed as activators;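 also: potency is read from the fitted curve at half-maximal effect; % of control where 0% means no effect; nearly all actives have a fitted effect of over 60% in size; reporter is driven by a mutant NPC1 promoter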
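Readout is luciferase luminescence, reflecting NPC1 promoter activation in stably transfected Huh7 cells after 24 h compound exposure at 37 °C in reduced-serum medium with 10% FBS.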
FBPA coupling cs: coupling enzyme interference in Giardia aldolase counter-screen; coupling enzyme system counterscreen, AmpLite Red fluorescence; activity change, negative = inhibition, % at 58.2 µM, hits read low; 0.67% of 290,000 active; in the data active = activity change below about -30%; also: % is scaled to controls: 0 for no effect and ±100 for the full control effect
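Compounds tested against the coupling enzymes alone at 57.5 uM final; readout was AmpLite Red fluorescence (525/598 nm) after 20 min at RT.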
Giardia kill: kills Giardia lamblia; 0.15% of 340,000 active; activity change, % at 7.66 µM, hits read low; AID 540267; Giardia lamblia trophozoite viability; in the data active = activity change below about -80%; inconclusive = between about -30% and that limit;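 also: parasites exposed to compound for two days anaerobically before the ATP read; % is scaled to controls: 0 for no effect and ±100 for the full control effect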
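Trophozoite viability was measured as ATP-dependent luminescence, read 15-30 min after reagent addition. Before that, parasites at 100 cells/well were exposed to compounds for 48 h, anaerobically, at 37 deg C.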
RORg inh: blocks mouse ROR gamma transcriptional activity; Drosophila S2 Gal4-RORgamma UAS-luciferase reporter, 20 h; Potency, µM (titrated, usually from 53.6 µM), without a hit: top-dose activity change, negative = inhibition, actives largely listed as inhibitors; 5.4% of 310,000 active; also: potency is read from the fitted curve at half-maximal effect; % is scaled to controls: 0 for no effect and ±100 for the full control effect; nearly all actives have a fitted effect of over 60% in size
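Using a luciferase readout, inhibitors were identified by reduced reporter activity in Drosophila cells coexpressing a copper-inducible Gal4–ROR gamma fusion and UAS-driven Photinus luciferase, incubated 20 hr after 700 uM copper sulfate.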
FLuc counter: counter-screen for miR-21 project: firefly luciferase inhibitors or activators | P08659 | purified FLuc, Km substrates, luminescence inhibition | Potency, µM (titrated, usually from 57.5 µM), without a hit: top-dose activity change, negative = inhibition, usual class: inhibitors | 6.9% of 360,000 active | AID 588342;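 also: potency is read from the fitted curve at half-maximal effect; plate controls were vehicle for no effect and reference inhibitor for full effect; nearly all actives have a fitted effect of over 55% in size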
Target sequence (P08659 whole entry, looked up): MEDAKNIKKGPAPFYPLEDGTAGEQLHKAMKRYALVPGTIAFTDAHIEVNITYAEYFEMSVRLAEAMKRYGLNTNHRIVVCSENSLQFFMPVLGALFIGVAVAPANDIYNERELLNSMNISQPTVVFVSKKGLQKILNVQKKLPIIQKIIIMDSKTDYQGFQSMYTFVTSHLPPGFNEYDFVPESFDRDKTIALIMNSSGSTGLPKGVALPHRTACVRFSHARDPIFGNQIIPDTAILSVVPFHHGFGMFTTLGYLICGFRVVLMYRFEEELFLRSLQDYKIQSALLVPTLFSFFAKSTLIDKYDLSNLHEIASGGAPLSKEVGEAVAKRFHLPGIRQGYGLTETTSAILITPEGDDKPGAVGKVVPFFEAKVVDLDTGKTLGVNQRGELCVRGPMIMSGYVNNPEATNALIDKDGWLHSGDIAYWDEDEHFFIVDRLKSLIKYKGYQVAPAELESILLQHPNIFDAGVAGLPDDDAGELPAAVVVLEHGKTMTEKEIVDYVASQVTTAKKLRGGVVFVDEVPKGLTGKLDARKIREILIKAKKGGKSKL
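Biochemical qHTS of compounds, final roughly 60 µM downward over six points, against 10 nM purified firefly luciferase using Km concentrations of substrates (10 uM D-luciferin, 10 uM ATP) in Tris acetate pH 7.5 buffer; luminescence output.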
uPA surface inh: cell surface uPA generation inhibition; 0.31% of 330,000 active; cell surface uPA generation assay, qHTS; Potency, µM (top dose mostly 38.3 µM), for the others: at the top dose activity change, negative = inhibition, actives largely listed as inhibitors; active = well fitted inhibition curve with a large enough effect; inconclusive = small, poorly fitted or top-dose-only effect; inactive = no such curve, though single readings can be large or run the other way; tested in mouse RAW 264.7 cells; also: potency is read from the fitted curve at half-maximal effect; % is scaled to controls: 0 for no effect and ±100 for the full control effect; nearly all actives have a fitted effect of over 55% in size
KCNH2 3.1 block: blocks the human KCNH2 3.1 channel isoform | activity change, % (tested at about 1.8 µM) | 0.95% of 340,000 active | U2OS KCNH2 3.1, thallium flux FluxOr; hits give low values;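 active = maximum activity change below -70%; inconclusive = maximum activity change from -70% to -50%; inactive = maximum activity change above -50%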;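 also: thallium influx rate constant from kinetic fluorescence after stimulation buffer; % is scaled to controls: 0 for no effect and ±100 for the full control effect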
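FluxOr-based Tl+ influx in U2OS cells transduced with KCNH2 3.1 virus; rate constants normalized to DMSO controls.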
Rab9 prom act: activators of Rab9 promoter; Huh7 Rab9 promoter-luciferase reporter, luminescence, 24 h; Potency, µM (series often up to 9.22 µM), for the others: at the top dose activation, negative = inhibition, usual class: activators; 2.8% of 320,000 active; AID 485297; also: potency is read from the fitted curve at half-maximal effect; % of control where 0% means no effect; nearly all actives have a fitted effect of over 60% in size
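Luminescence from Amplite-detected luciferase (10 minutes, ambient) reports Rab9 promoter activation. Before that, stable Rab9-luciferase Huh7 cells (1500/well, reduced-serum OP-MEM I plus 10% FBS) were exposed to compound for 24 hours at 37C.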
An asterisk follows results filed as active; ? = inconclusive; . = no result given; & = joins results of further samples; [ ] = dose if it differs, or a comment. Unless noted, calls follow the shape of the dose curve; as a rule, active = well fitted curve in the direction sought with a large enough effect; inconclusive = small, poorly fitted or top-dose-only effect, or another doubt; inactive = no such curve, though single readings can be large; an effect the other way counts as inactive or inconclusive.

SMILES	Tb PFK inh	ELG1 genotoxic	VP16 counter	NPC1 prom act	FBPA coupling cs	Giardia kill	RORg inh	FLuc counter	uPA surface inh	KCNH2 3.1 block	Rab9 prom act
COC(=O)c1cc(S(=O)(=O)N2CCN(c3ccc([N+](=O)[O-])cc3)CC2)c[nH]1	-26%	-4%	-8%	-2%	-1	-29	?	1%	-11%	14	8%
Cc1cccc(NC(=S)N(C)C2(c3ccccc3Cl)CCCCC2=O)c1 (stereo unspecified)	1%	-5%	7%	2%	2	-6	15%	4%	.	-10	-4%
CCc1cc(C(=O)N2CCc3c([nH]c4ccccc34)C2c2ccc(OC)cc2F)no1 (stereo unspecified)	-1%	0%	6%	0%	0	8	27%	6%	-7%	-26	-1%
CO/N=C/C(C#N)=C/c1cc(C(=O)c2ccc(F)cc2)cn1C	-2%	?	-15%	-1%	2	-7	10%	1%	4%	3	-7%
O=C(C1CCC(CNS(=O)(=O)c2ccccc2)CC1)N1CCCCC1 (stereo unspecified)	-9%	-8%	-4%	0%	0	-8	10%	0%	2%	-14	-4%
COc1cc(C(=O)OCc2nc3ccsc3c(=O)[nH]2)c([N+](=O)[O-])cc1OC	9%	-7%	.	-1%	.	-3	.	0%	-8%	0	-1%
C(=N\Nc1ncnc2nc[nH]c12)/c1cccs1	1%	16µM*	22%	?	1	-11	1%	13µM*	?	6	?
CCCn1c(NC(=O)c2ccc(C)cc2)nc2ccccc21	0%	?	0.63µM*	19%	-5	16	2.2µM*	-15%	0%	-4	30%
Cc1onc(-c2c(Cl)cccc2Cl)c1C(=O)ONC(=O)c1cc(C(F)(F)F)cc(C(F)(F)F)c1	0%	1%	-9%	-2%	4	-5	24%	-1%	-4%	6	-2%
Cc1cccc2c1c(N=NC(N)=S)c(O)n2C1OC(CO)C(O)C(O)C1O (stereo unspecified)	-11%	-1%	3%	0%	0	2	-1%	4%	3%	0	-1%
CC1(C(=O)NCc2cccnc2)CCC(=O)N1CCc1ccccc1 (stereo unspecified)	7%	2%	-6%	-1%	-3	4	-17%	1%	6%	3	10%
COc1cccc(Nc2nc(NCCO)c3ccccc3n2)c1	5%	-30%[inhibitor]	?	10%	-7	16	?	?	6%	-11	-5%
CC1CCCCN1C(=O)COC(=O)c1ccc(N2CCCC2=O)cc1 (stereo unspecified)	-2%	5%	.	.	.	1	.	.	8%	-9	.
CCNc1nc(NCC)nc(SCC(C)=O)n1	-7%	?	3%	-4%	5	8	-5%	0%	-9%	3	-3%
Cc1ccc(NC(=O)CN2C(=O)CN(C)C2=O)cc1S(=O)(=O)N1CCCCC1	-3%	12%	2%[10 µM]	-4%	2	4	-1%	-1%	-1%	-15	-7%
COC(=O)C1CCN(C(c2cccs2)c2sc3nc(C)nn3c2O)CC1 (stereo unspecified)	0%	6%	27%	-4%	3	-2	?	0%	5%	-5	0%
Cc1ccccc1CN1C(=O)Nc2ccccc2C(=O)N1C(C)(C)C	1%	-5%	9%	2%	0	-7	-3%	1%	-2%	-25	-1%
Cc1c(C(=O)N2CCCCC2)sc(NC(=O)C(C)C)c1C#N	-3%	2%	2%	-16%	0	-8	2%	-3%	-1%	23	0%
COc1ccc(N(C)C(=O)c2cc3c(s2)-c2ccccc2OC3)c(OC)c1	0%	-4%	1%	0%	2	14	2%	2%	-4%	-1	-6%
Cc1cccc(NC(=O)COc2cccc3c2CCN(C)C3=O)c1	-4%	-5%	5%	-3%	4	-10	?	-2%	-4%	1	1%
Cc1nc(NCc2ccco2)nc2c1C(=O)CC(C)C2 (stereo unspecified)	17%	10%	18%	-1%	0	15	22%	-1%	-4%	-12	-2%
COc1ccc(OCC(=O)Nc2ccc3c(c2)nc(CCNC(C)=O)n3C)cc1	5%	-3%	12%	-3%	2	4	25%	3%	0%	5	4%
CCCc1ncc(C(O)c2cccc3ccccc23)n1C (stereo unspecified)	-2%	-5%	7%	-2%	1	26	0%	1%	1%	7	-7%
CC(C)(C)N/N=C/c1c(O)n(-c2ccc(Cl)cn2)c(=O)c2ccccc12	12%	-2%	2%	6%	0	14	0%	-5%	-13%	-9	3%
CN(C)C(=O)NC1c2ccccc2-c2ccccc21	5%	-7%	-11%	1%	2	-15	-3%	5%	11%	4	-3%

Profiles, quoted from the list. Order of screens: Tb PFK inh	ELG1 genotoxic	VP16 counter	NPC1 prom act	FBPA coupling cs	Giardia kill	RORg inh	FLuc counter	uPA surface inh	KCNH2 3.1 block	Rab9 prom act
Entry for Cc1cccc2c1c(N=NC(N)=S)c(O)n2C1OC(CO)C(O)C(O)C1O (stereo unspecified) = -11%	-1%	3%	0%	0	2	-1%	4%	3%	0	-1%
Entry for Cc1nc(NCc2ccco2)nc2c1C(=O)CC(C)C2 (stereo unspecified) = 17%	10%	18%	-1%	0	15	22%	-1%	-4%	-12	-2%

Other compounds:
SMILES	Tb PFK inh	ELG1 genotoxic	VP16 counter	NPC1 prom act	FBPA coupling cs	Giardia kill	RORg inh	FLuc counter	uPA surface inh	KCNH2 3.1 block	Rab9 prom act
COc1cccc(/C=C/C(=O)c2ccc[nH]2)c1	-5%	3.7µM*	5%	3.2µM*	-4	-3	-40%	2.1µM*	-9%	-5	3.2µM*
COc1ccc2nc3sc(C(=O)N4CCN(C)CC4)cc3cc2c1	0%	?	4%	10%	1	2	11%	?	3%	14	12%
COc1ccc(CNC(=O)CCS(=O)(=O)c2ccc3c(c2)oc(=O)n3C)cc1	0%	3%	6%	-4%	.	-11	1%	2%&1%	0%	8	-4%
O=c1onc(-c2c(F)cccc2F)n1-c1ccccc1Cl	-1%	-5%	4%	-5%	-2	-19	-2%	1%	-2%	4	-6%
COc1ccccc1N1CCN(C2CCCCC2NS(=O)(=O)c2ccccc2)CC1 (stereo unspecified)	-5%	-7%	-5%	0%	-2	0	1%	1%	5%	-31	-4%
Cc1[nH]nc(-c2ccc(O)c(C)c2O)c1Oc1ccccc1	-3%	0%	?	-2%	-1	-4	?	-10%	5%	7	1%
O=C(c1ccco1)N1CCN(Cc2cn[nH]c2-c2ccc(F)cc2F)CC1	-8%	0%	9%	-4%	1	14	-2%	1%	4%	-14	-8%
O=C(NCC1COc2ccccc2O1)c1cc2ccccc2o1 (stereo unspecified)	-3%	16%	8%	8%	2	-14	65%	13µM*	-4%	-2	6%
Cc1cc(N2CCC(C(=O)N3CCN(c4cccc(C)c4C)CC3)CC2)n2ncnc2n1	-2%	2%	-18%	11%	3	-17	?	1%	-7%	14	-3%
CN1CCc2c(sc3nc(SCC(N)=O)n(-c4ccccc4)c(=O)c23)C1	0%	0%	-1%	-4%	-9	9	8%	1%	-1%	3	1%
Cc1ccc(NC(=O)c2ccc(=O)[nH]n2)cc1S(=O)(=O)Nc1ccccc1Cl	6%	0%	.	0%	.	4	.	5%	17%	26	17%
Cc1ccc(NC(=O)C2CCN(S(=O)(=O)c3ccc4c(c3)CCCC(=O)N4)CC2)c(Br)c1	1%	-3%	7%	-2%	.	-11	-34%	0%&4%	3%	-1	-12%
COc1cc(CCC(=O)NCc2ccc(Cl)cc2)cc(OC)c1OC	-3%	0%	-1%	-2%	-2	-8	20%	0%	17%	-8	-2%
Cc1cccc(NC(=O)c2cccc(NC(=O)Cc3cccs3)c2)c1	-8%	2%	23%	13%	0	3	3%	?	0%	4	24%
CN(Cc1ccccc1)C(=O)CCSc1nc(-c2ccc3c(c2)OCO3)cc(C(F)(F)F)n1	0%	-9%	7%	-1%	-1	-3	20%	3%	0%	-39	-6%
COc1ccc(C2=CC(=O)OC(C)(c3ccccc3)O2)cc1 (stereo unspecified)	-4%	1%	-14%	-2%	-2	-2	-14%	-10%	-6%	-16	2%
Cc1ccc(C(=O)Nc2ccccc2-c2ccccc2)cc1S(=O)(=O)Nc1cccc(C)c1C	1%	-8%	3%	-3%	-3	-12	-16%	6%	-5%	-13	4%
CN1CCC(N(C)CC(=O)Nc2ccccc2N2CCOCC2)CC1	-4%	-1%	-2%	-2%	-1	-7	0%	3%	1%	0	-7%
Cc1[nH]c2ccccc2c1C1=NNC(=Nc2ccc(F)cc2)SC1	-17%	-13%	-20%	0%	1	5	14%	-5%	?	7	-3%
O=c1[nH]nc(CNc2cccc(C(F)(F)F)c2)c2ccccc12	-19%	-1%	-26%	-6%	-6	?	31%	-2%	-5%	0	-1%
CCC1=NN(C(=O)c2cccnc2)C(O)(C(F)(F)F)C1 (stereo unspecified)	2%	1%	?	0%	2	-21	11µM*	1%	4%	1	-2%
O=c1c2ccc([N+](=O)[O-])cc2ncn1CCOc1ccccc1	0%	-3%	17%[10 µM]	16%	0	6	4%	?	-3%	-5	27%
CCOc1cc(NC(=O)c2ccco2)c(OCC)cc1NC(=O)c1ccco1	-5%	-7%	4%	10%	0	5	-6%	1%	10%	-11	3%
CN(C)S(=O)(=O)N1CCN(C(=O)c2cccs2)CC1	0%	0%	6%	1%	-2	21	2%	2%	9%	-20	-1%
